Bioassay records: PubChem BioAssay, several laboratories
GASC-1 inh: inhibitors of GASC-1 histone demethylase, primary screen, biochemical, fluorescence, DELFIA europium; 0.069% of 330,000 active; Lysine-specific demethylase 4C (Homo sapiens), Q9H3R0; AID 2099, 2009; GST-JMJD2C(1-420) H3K9me3 demethylation; inhibition, % at 2.35 µM;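 active = more than half of a compound's replicate wells show inhibition beyond 50%, single wells judged on their own value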;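 also: signal counts dimethyl H3K9 product captured on neutravidin plate; 0% = median of DMSO wells and 100% = 0.3 times that DMSO median; strong numbers were not always called active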
Target sequence (Q9H3R0 1-420 limits assumed): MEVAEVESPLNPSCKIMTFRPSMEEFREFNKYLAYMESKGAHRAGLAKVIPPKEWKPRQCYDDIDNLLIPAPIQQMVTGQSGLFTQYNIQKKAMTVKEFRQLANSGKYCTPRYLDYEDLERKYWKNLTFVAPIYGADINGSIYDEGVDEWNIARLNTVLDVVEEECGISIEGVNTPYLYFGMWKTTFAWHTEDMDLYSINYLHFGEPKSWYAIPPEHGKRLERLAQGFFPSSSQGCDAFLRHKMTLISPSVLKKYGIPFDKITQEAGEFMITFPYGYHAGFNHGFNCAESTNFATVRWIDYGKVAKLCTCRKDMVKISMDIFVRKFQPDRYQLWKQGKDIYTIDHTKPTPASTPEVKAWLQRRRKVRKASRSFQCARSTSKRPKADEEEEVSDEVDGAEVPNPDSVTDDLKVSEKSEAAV
TPT1 inhibitor: Candida albicans TPT1 enzyme inhibitors, primary screen, biochemical, fluorescence polarization. 0.81% of 300,000 active. tRNA 2'-phosphotransferase TPT1 (Candida albicans SC5314). recombinant caTPT1, FP RNA substrate dephosphorylation. inhibition, % at 5 µM;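 active = inhibition above the mean of all tested compounds plus 3 SD, set per screening campaign, cut at about 24% in these data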;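 also: plate controls were DMSO alone for no effect and ferristatin control at 100 nM for full effect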
procasp3 activ: activators of human procaspase-3 D3A mutant, primary screen, biochemical, absorbance, PC-3 D3A mutant, single concentration. Caspase-3 (Homo sapiens), P42574. recombinant procaspase-3 D3A, Ac-DEVD-pNA absorbance 405 nm. activation, % at 8.5 µM. 0.11% of 330,000 active;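 active = activation above the mean of all tested compounds plus 3 SD, cut at about 21% in these data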;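 also: 0% = DMSO alone and 100% = DMSO wells spiked with extra 5 µM PC-3 D3A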
Target sequence (P42574 whole entry D9A/D28A/D175A): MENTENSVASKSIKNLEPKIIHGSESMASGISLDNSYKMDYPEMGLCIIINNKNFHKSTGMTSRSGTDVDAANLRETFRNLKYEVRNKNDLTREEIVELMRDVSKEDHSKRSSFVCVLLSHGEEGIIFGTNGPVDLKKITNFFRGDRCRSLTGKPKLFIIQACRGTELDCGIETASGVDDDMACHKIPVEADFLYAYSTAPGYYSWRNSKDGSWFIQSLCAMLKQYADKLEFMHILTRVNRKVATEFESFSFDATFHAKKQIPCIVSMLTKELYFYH
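Technique: 405 nm absorbance of p-nitroaniline, reads at 0 and 120 min; Test system: Procaspase-3 D3A mutant; Incubation: 1 h enzyme-compound preincubation, then 2 h substrate reaction, 25 °C; Repeats: singlicate, each compound tested once; Benchmarks: low control DMSO wells, high control DMSO plus 5 µM PC-3 D3A.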
HCV core dimer: inhibitors of HCV core protein dimerization, primary screen, biochemical, TR-FRET, high-throughput. TR-FRET GST/Flag-core106 dimerization, 1536-well. inhibition, % at 5 µM. 0.33% of 300,000 active. AID 1899, 2009;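 active = inhibition above the mean of all tested compounds plus 3 SD, set per screening campaign, cut at about 45% in these data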
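System: GST/Flag-tagged HCV core106 proteins. Incubation: compound-protein-antibody incubation 4 h at 22.5 °C. Technique: HTRF with 340 nm excitation, 617/671 nm emission. Medium: KF-containing HEPES buffer, pH 7.45, DTT, CHAPS, BSA. Read-out: inhibition (%) from 671 over 617 nm ratio. Also added: Eu(K)-anti-GST 90 ng/mL plus XL665-anti-Flag 1 µg/mL.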
PP1 counter: PP1-alpha phosphatase inhibitors, primary screen, counter-screen for PP5 inhibitor project, biochemical, fluorescence, OMFP substrate, single point; Serine/threonine-protein phosphatase PP1-alpha catalytic subunit (Homo sapiens), P62136; 0.9% of 320,000 active; purified PP1alpha; inhibition, % at 6.7 µM;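 active = inhibition above the mean inhibition of all tested compounds plus 3 SD, computed separately for each screening campaign, cut at about 15% in these data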
Fh CTSL1 inh: Fasciola hepatica cathepsin L1 inhibitors, primary screen, counter-screen for PFM18AAP inhibitor project, biochemical, QFRET, fluorogenic peptide substrate; 0.49% of 300,000 active; inhibition, % at 5.96 µM; recombinant F. hepatica cathepsin L1, Z-Leu-Arg-MCA fluorescence;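 active = inhibition above the mean of all tested compounds plus 3 SD, set per screening campaign, cut at about 17% in these data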;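 also: 0% = plate median of test compound wells and 100% = 1 µM Z-Phe-Ala-diazomethylketone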
procasp7 counter: procaspase-7 activators, primary screen, counter-screen for procaspase-3 activator project, biochemical, absorbance, HTS, human. recombinant procaspase-7, Ac-DEVD-pNA absorbance 405 nm; D23A/D198A/D206A triple mutant, cannot self-cleave; scale: DMSO 0, 5 µM enzyme 100. activation, % at 8.5 µM. 0.093% of 330,000 active;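 active = percent activation above the screen-wide mean plus 3 SD, cut at about 25% in these data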
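Assay system: Uncleavable procaspase-7 mutant enzyme; Input: 2 µM procaspase-7 mutant as dispensed; Also added: DEVD-pNA substrate; Medium: Zinc-free HEPES pH 7.4 with 300 mM NaCl, 0.01% Triton X-100; Timing: 1 h compound preincubation, 2 h substrate cleavage, 25 °C; Measured by: Epi-absorbance of released pNA at 405 nm, two timepoints.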
PP5 primary: PP5 phosphatase inhibitors, primary screen, biochemical, fluorescence; Serine/threonine-protein phosphatase 5 (Homo sapiens), P53041; purified PP5c, OMFP substrate fluorescence; inhibition, % at 6.7 µM; 0.18% of 320,000 active;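 active = inhibition above the campaign's mean inhibition across all tested compounds plus 3 SD, cut at about 9.5% in these data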;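 also: 0% = DMSO only and 100% = 100 µM cantharidin control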
Efflux pump inh: inhibitors of Candida efflux pumps in yeast, primary screen, S. cerevisiae, Nile Red, multiplex | S. cerevisiae Candida pump triplex | inhibition, % at 10 µM | 0.44% of 330,000 active | AID 485275, 2010;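 active = plate passing quality check with inhibition over a set limit, or well fluorescence over plate mean plus 4 SD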;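 also: Nile Red retained in pooled yeast measured as flow cytometry median fluorescence; 0% = buffer negative control and 100% = Enniatin B positive control; higher means more Nile Red kept so more efflux inhibition; some compounds called inactive have numbers as strong as hits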
Numbers without * were called inactive; x = no result given.

SMILES	GASC-1 inh	TPT1 inhibitor	procasp3 activ	HCV core dimer	PP1 counter	Fh CTSL1 inh	procasp7 counter	PP5 primary	Efflux pump inh
Cn1c(=O)c(=O)n(C)c2cc(S(=O)(=O)CCC(=O)Nc3ccc(C(F)(F)F)cc3)ccc21	6	2	-7	-3	-2	17*	10	-0.7	0.1
COc1cc(NC(=O)CCC2CCCC2)cc(-n2cnnn2)c1	-6	0	10	-15	-1	-3	2	2.9	0.1
Cn1c(SCC(=O)N2CCN(S(=O)(=O)c3ccccc3)CC2)nc2ccccc21	-10	-2	-1	-2	-1	1	1	2.2	0.0
CC(=O)Nc1ccc2c(CSc3nnc(-c4cccnc4)n3-c3ccc(C)cc3C)cc(=O)oc2c1	-5	4	-6	4	-4	-9	1	2.7	0.0
Cc1cc(N2CC(C(=O)O)CC2=O)ccc1Br (stereo not given)	1	-3	0	-8	2	4	-5	0.9	-0.2
NC(=O)CC(NC(=O)c1cccc(Br)c1)c1ccc(NC2CCC2)c([N+](=O)[O-])c1 (stereo not given)	-14	-1	3	7	0	1	5	2.3	0.0
O=C1Nc2cc3c(cc2Sc2ccccc21)OCCO3	-10	-4	-5	1	0	1	-10	-1.5	-0.1
Cc1c(C)c2c(OCC(=O)O)cc3c(c2oc1=O)CCC(C)(C)O3	-1	-1	8	2	-2	2	14	-0.7	0.0
COc1ccc(NC(=O)c2ccc(Oc3ncccn3)cc2)cc1	-9	0	4	-2	2	-3	10	1.8	-0.2
CCC1CCCCN1C(=O)Cn1c(=O)oc2ccccc21 (stereo not given)	6	-5	3	-5	1	4	15	-0.9	-0.2
COc1cc(/C=N/Nc2nc(Nc3ccc(C)cc3)nc(-n3nc(C)cc3C)n2)cc(OC)c1OC	4	0	-1	9	22*	0	-5	4.1	0.1
COC(=O)CSc1nnc(C2COc3ccccc3O2)n1-c1ccccc1 (stereo not given)	1	-1	-2	-5	5	-4	12	2.0	0.0
CC1CCCC(=NNC(=O)C2COc3ccccc3O2)C1 (stereo not given)	-15	x	4	x	x	x	5	x	0.0
CN(C(=O)C(=O)c1cn(CC(=O)N2CCCC2)c2ccccc12)C1CCCCC1	11	0	0	-2	-4	0	0	4.2	-3.1
Cc1cc(C)n(-c2ccc(NC(=O)C3CCN(Cc4ccc(C)o4)CC3)cc2)n1	-4	0	-4	1	-2	-1	12	0.1	0.1
CCCNS(=O)(=O)c1ccc(OCC(=O)N2CCc3ccccc3C2)c(C)c1	13	-2	-8	-7	-1	4	-5	3.8	0.0
COc1cc(OC)c(OC)cc1CNCCSc1nnnn1C	2	1	-1	-2	-1	6	5	0.1	-0.2
NNC(=O)c1cc2ccccc2cc1NS(=O)(=O)c1ccccc1	7	-1	3	18	3	2	2	2.6	-0.2
Cc1ccc2nccc(C(=O)N3CCCC(Nc4ccc(C)c(C)c4)C3)c2c1 (stereo not given)	-14	3	-3	-3	0	3	-6	0.7	0.0
Cc1ccc(NC(=O)Cc2ccc3c(c2)CCCC3)cc1C	2	-1	1	10	3	5	2	0.3	-0.1

The closing 7 entries of the section before come first, to join the parts:
SMILES	GASC-1 inh	TPT1 inhibitor	procasp3 activ	HCV core dimer	PP1 counter	Fh CTSL1 inh	procasp7 counter	PP5 primary	Efflux pump inh
CN(C(=O)C(=O)c1cn(CC(=O)N2CCCC2)c2ccccc12)C1CCCCC1	11	0	0	-2	-4	0	0	4.2	-3.1
Cc1cc(C)n(-c2ccc(NC(=O)C3CCN(Cc4ccc(C)o4)CC3)cc2)n1	-4	0	-4	1	-2	-1	12	0.1	0.1
CCCNS(=O)(=O)c1ccc(OCC(=O)N2CCc3ccccc3C2)c(C)c1	13	-2	-8	-7	-1	4	-5	3.8	0.0
COc1cc(OC)c(OC)cc1CNCCSc1nnnn1C	2	1	-1	-2	-1	6	5	0.1	-0.2
NNC(=O)c1cc2ccccc2cc1NS(=O)(=O)c1ccccc1	7	-1	3	18	3	2	2	2.6	-0.2
Cc1ccc2nccc(C(=O)N3CCCC(Nc4ccc(C)c(C)c4)C3)c2c1 (stereo not given)	-14	3	-3	-3	0	3	-6	0.7	0.0
Cc1ccc(NC(=O)Cc2ccc3c(c2)CCCC3)cc1C	2	-1	1	10	3	5	2	0.3	-0.1
Cc1ccc(C)c(N(CC(=O)NN=C2CCCCCCC2)S(C)(=O)=O)c1	2	2	-3	4	-2	2	3	2.4	0.0
Cc1ccc(N2CC(C(=O)OCC(=O)c3ccc(C)c([N+](=O)[O-])c3)CC2=O)cc1 (stereo not given)	8	0	5	5	-4	-27	2	-0.7	-0.2
CCCC(=O)NNC(=O)c1c(O)c2ccccc2[nH]c1=O	-8	0	0	0	0	2	7	1.4	0.0
Cc1ccc(NC(=O)Cc2nc(COC(=O)C(C)NS(=O)(=O)c3ccc(C)cc3)cs2)cc1 (stereo not given)	-4	x	-4	x	0	x	-14	5.9	-0.1
O=C(Nc1ccccc1)c1cccnc1N1CCCC1	-3	-2	-4	4	-15	13	-6	1.1	-0.3
Cc1cccc(OCC(=O)N2CCN(C(=O)CCC3CCCC3)CC2)c1	-1	-3	-2	3	-1	-1	11	-3.2	0.0
COc1cc([N+](=O)[O-])ccc1NC(=O)CCCOc1cccc(C)c1C	3	0	3	-8	1	-2	-2	6.0	-0.3
Cc1ccnn1CC(=O)N/N=C/c1cn[nH]c1-c1ccc(F)cc1	2	-3	2	3	-3	3	9	-1.6	0.0
Cc1ccc(N2C(=O)CC(n3nc(C)cc3C)C2=O)cc1 (stereo not given)	4	0	-9	2	-4	-4	-2	-0.2	-0.2
CN(C)CCCN(Cc1cc2cc3c(cc2[nH]c1=O)OCCO3)C(=O)NC1CCCCC1	6	-2	-4	3	-6	6	4	-1.5	-0.1
NCCC1CCCC(CCN)N1 (stereo not given)	8	-2	12	12	-8	-2	-2	0.6	-0.1
O=S(=O)(c1cccs1)N1CCN(c2cccc(Cl)c2)CC1	4	1	-3	11	5	0	5	1.6	0.0
CCOc1ccc(Nc2ccc(S(=O)(=O)N3CCN(C)CC3)cc2[N+](=O)[O-])cc1OCC	16	x	6	x	2	x	1	1.9	0.1
CC(C)(Nc1ccccc1)C(=O)c1ccccc1	-2	0	2	3	1	-2	-2	0.5	-0.2
Cc1ccc2nc(-c3ccc(NC(=O)CCN4C(=O)c5ccccc5C4=O)cc3)sc2c1	-7	3	-4	-1	-4	3	-9	-0.9	0.1
Cc1cc(OCC(=O)NCCN2CCOCC2)ccc1Br	2	1	-10	1	-4	-3	0	1.3	0.1
Cc1cc(N/N=C/c2ccccc2O)nc(-c2ccccc2O)n1	14	0	-16	6	-12	-4	9	6.5	5.0
C=CCn1c(-c2ccc([N+](=O)[O-])cc2)n[nH]c1=S	10	0	-16	0	0	-4	-15	2.9	0.5
NS(=O)(=O)c1ccc(CCNC(=O)CN2CCCCC2)cc1	86	-2	4	-2	-1	1	9	2.1	-0.2
N#C/C(=C(/O)CSc1n[nH]c(N)n1)c1nc2ccccc2[nH]1	-44	11	-1	-5	1	0	3	4.2	0.1

Entries of single compounds from above.
`Cc1ccc(NC(=O)Cc2nc(COC(=O)C(C)NS(=O)(=O)c3ccc(C)cc3)cs2)cc1` (stereo not given) as listed: GASC-1 inh: -4; TPT1 inhibitor: x; procasp3 activ: -4; HCV core dimer: x; PP1 counter: 0; Fh CTSL1 inh: x; procasp7 counter: -14; PP5 primary: 5.9; Efflux pump inh: -0.1
`NC(=O)CC(NC(=O)c1cccc(Br)c1)c1ccc(NC2CCC2)c([N+](=O)[O-])c1` (stereo not given) as listed: GASC-1 inh: -14; TPT1 inhibitor: -1; procasp3 activ: 3; HCV core dimer: 7; PP1 counter: 0; Fh CTSL1 inh: 1; procasp7 counter: 5; PP5 primary: 2.3; Efflux pump inh: 0.0

Next compounds follow.
SMILES	GASC-1 inh	TPT1 inhibitor	procasp3 activ	HCV core dimer	PP1 counter	Fh CTSL1 inh	procasp7 counter	PP5 primary	Efflux pump inh
CCOc1cccc(N2C(=O)CC(NCc3ccc(S(N)(=O)=O)cc3)C2=O)c1 (stereo not given)	16	-1	-5	-2	-2	1	-5	4.0	-0.3
CC(=O)c1cccc(NC(=O)COC(=O)CC2CC3CCC2C3)c1 (stereo not given)	-3	x	7	x	-2	x	1	4.5	0.1
Cc1cccc(NC(=S)NC(=O)C(c2ccccc2)c2ccccc2)n1	12	2	0	14	2	3	2	3.2	0.4
COc1ccc(NS(=O)(=O)c2cccc(C(=O)N(C)Cc3ccc(SC)cc3)c2)cc1	53	1	8	-3	-1	2	-5	2.2	-0.1
